MC4R_antag_cAMP = antagonists of human melanocortin 4 receptor (MC4R) | P32245 | MC4R-expressing cells, MTII-stimulated cAMP, LANCE TR-FRET | inhibition, % at 6.5 µM | hit rate 0.48% among 360,000 | AID 540295;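 active = inhibition above its plate's cutoff, the mean of tested wells on that plate plus 3 SD, cut at about 29% in these data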;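 also: 0% = Melanotan II alone and 100% = Melanotan II plus saturating MCL0020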
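system = U2OS cells with stable human MC4R expression | also added = Melanotan II challenge after compound preincubation | dosing = one concentration, 6.5 µM nominal | incubation = compound 30 min, challenge 1 h, detection 1 h | measured by = TR-FRET with Eu-cAMP and labeled anti-cAMP, 671 nm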
ABCB6_inh_2 = inhibitors of human ABC transporter ABCB6. hit rate 0.19% among 360,000. fluorescence ratio to DMSO, % at 10 µM. Q9NP58. AID 602162. K562-ABCB6 porphyrin accumulation, flow cytometry, 1 h; active compounds read low;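 active = fluorescence ratio to DMSO below 75%, the collection mean minus 3 SD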;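 also: signal is porphyrin accumulated inside mitochondria; 100% equals median channel fluorescence of DMSO control wells; lower ratio means ABCB6 inhibition with less porphyrin fluorescence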
Cardio_protect = modulators protecting cardiomyocytes from myocardial damage | hit rate 0.63% among 360,000 | H9c2 cardiomyocytes, H2O2 injury protection, ATPLite, 2 h | protection from H2O2 cell death, % at 20 µM;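 active = compounds giving at least 50% protection of heart cells from peroxide-induced death in the single-dose screen, raw or plate-pattern-corrected value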;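 also: 0% = DMSO wells with peroxide and 100% = DMSO wells without peroxide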
ABHD5-PLIN5_inh = inhibitors of human ABHD5-perilipin-5 interaction; Q00G26+Q8WTS1; Split G. princeps luciferase complementation, luminescence, 4 h; hit rate 0.78% among 360,000; inhibition, % at 4 µM; AID 602281;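 active = inhibition above the mean inhibition across every tested compound plus 3 SD, cut at about 22% in these data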;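 also: 0% = DMSO only wells and the 100% control is not disclosed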
TLR9-MyD88_inh = blocks human TLR9 binding to MyD88; CHO BLA complementation TLR9-MyD88, CCF4 FRET ratio; hit rate 0.21% among 340,000; inhibition, % at 4.98 µM;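 active = inhibition above the mean over all tested compounds plus 3 SD, cut at about 21% in these data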;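 also: 0% = DMSO only wells and 100% = clavulanate BLA inhibitor control wells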
HTR2A_ag = activates the mouse 5-HT2A serotonin receptor | P35363 | CHO-K1 mHTR2A beta-arrestin complementation, luminescence; percent of 30 µM serotonin response | activation, % at 7.6 µM | hit rate 0.66% among 360,000;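 active = activation above a run cutoff, the mean activation of all tested compounds plus 3 SD, cut at about 14% in these data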;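 also: 0% = plate median of compound wells and 100% = 30 µM serotonin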
NOD2_RIPK2_PPI = blocks binding of human NOD2 to RIPK2; O43353; CHO BLA complementation NOD2-RIPK2, CCF4 ratio; inhibition, % at 4.98 µM; hit rate 0.38% among 360,000; in the data active = inhibition above about 21%;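 also: 0% = vehicle only and 100% = reference blocker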
MC4R_ag_barr = activates human MC4R beta-arrestin recruitment; hit rate 0.98% among 360,000; P32245; U2OS MC4R beta-arrestin complementation, luminescence; percent of melanotan II response, DMSO zero; activation, % at 8.9 µM;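 active = activation above a per-plate cutoff, the mean activation of sample wells on that plate plus 3 SD, cut at about 8% in these data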
Glyco_luc_inh = blocks N-linked glycosylation in D54 reporter cells. D54 ERlucT glycosylation luciferase reporter, 24 h; percent of 100 nM tunicamycin response. reporter increase, % at 12.5 µM. hit rate 0.23% among 360,000. AID 588692;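 active = mean luciferase reporter signal, scaled so untreated is 0 and the glycosylation-blocking control 100, at or above a set limit in every replicate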;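 also: luciferase carries N-glycosylation sites so blocking glycosylation raises the light; 0% = median of neutral control wells and 100% = median of 100 nM tunicamycin wells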
NCOA2_inhibitor = inhibits human steroid receptor coactivator 2 | AID 651957 | hit rate 0.17% among 370,000 | Q15596 | HEK293 GAL4-SRC2 luciferase reporter, luminescence | inhibition, % at 9 µM;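 active = inhibition above the mean inhibition of all tested compounds plus 3 SD, set per campaign, cut at about 52% in these data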;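 also: 0% = DMSO treated cells and 100% = cells given Gossypol at 36 µM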
* hit, by the source's call; . = no result given. Only part of the results is shown. The share of hits here may be higher or lower than overall.

SMILES MC4R_antag_cAMP ABCB6_inh_2 Cardio_protect ABHD5-PLIN5_inh TLR9-MyD88_inh HTR2A_ag NOD2_RIPK2_PPI MC4R_ag_barr Glyco_luc_inh NCOA2_inhibitor
CCOC(=O)c1[nH]c2ccccc2c1NC(=O)c1nonc1C 4.7 99.0 -0.8 -2.6 -10.3 2.4 -5.8 1.4 1.7 5.7
Cc1c(C)n(Cc2ccc(Cl)cc2)c2ccc(C(=O)NCCCN3CCOCC3)cc12 2.0 96.0 1.0 10.6 -8.8 1.2 14.6 4.9 -6.0 8.9
Cc1sc2ccccc2[n+]1CC(=O)c1ccccc1 3.0 112.0 2.2 15.0 -3.8 0.1 0.9 -0.8 0.1 .
COc1ccc(OCC(=O)N/N=C/c2ccc(O[C@@H]3O[C@H](CO)[C@@H](O)[C@H](O)[C@H]3O)cc2)cc1 5.6 99.0 3.7 -2.7 -3.3 -2.5 -4.6 0.4 -0.4 -11.3
Cc1ccc(-n2c(SCC(=O)N/N=C/c3ccccc3C(=O)O)nnc2-c2ccc(Cl)cc2)cc1 16.0 93.0 2.8 1.1 1.3 2.5 -6.5 1.2 -0.4 -13.7
O=C(COC(=O)c1cc(=O)[nH]c2ccccc12)NC1CCCC1 6.2 101.0 0.2 3.9 . -2.4 -3.4 -2.1 1.0 7.0
COc1ccc(Cl)cc1CSc1n[nH]c(C)n1 14.8 104.0 8.0 6.7 -5.4 4.6 -10.5 -1.7 0.6 18.0
CCCCCCCc1c(C)nc(N2CCOCC2)[nH]c1=O 4.0 95.0 -0.9 -8.8 6.1 -0.6 -12.8 -1.6 -2.3 3.2
O=C(Cc1ccccc1)NCC(=O)N1CCCCC1 2.6 92.0 -4.3 8.4 8.5 2.2 -1.4 0.1 -0.3 -1.4
Nc1nc2ccccc2n1S(=O)(=O)c1ccc([N+](=O)[O-])cc1 0.2 94.0 -31.6 -8.7 . -4.0 4.2 -1.2 1.1 -14.2
Cc1ccc(C(=O)Nc2nnc(C3CCCCC3)s2)o1 -0.5 93.0 -11.9 3.0 -3.7 -0.4 4.5 0.3 -5.4 -50.8
COc1ccc2c(c1)C(c1ccc(C)o1)=NNC(c1ccccc1)=N2 -8.6 99.0 13.1 0.2 4.0 0.9 8.6 0.0 0.4 -14.1

Filtered by structure: the compounds so far containing a furan ring, fused or not.
SMILES MC4R_antag_cAMP ABCB6_inh_2 Cardio_protect ABHD5-PLIN5_inh TLR9-MyD88_inh HTR2A_ag NOD2_RIPK2_PPI MC4R_ag_barr Glyco_luc_inh NCOA2_inhibitor
Cc1ccc(C(=O)Nc2nnc(C3CCCCC3)s2)o1 -0.5 93.0 -11.9 3.0 -3.7 -0.4 4.5 0.3 -5.4 -50.8
COc1ccc2c(c1)C(c1ccc(C)o1)=NNC(c1ccccc1)=N2 -8.6 99.0 13.1 0.2 4.0 0.9 8.6 0.0 0.4 -14.1

Structures listed so far that contain four or more nitrogen atoms (3):
SMILES MC4R_antag_cAMP ABCB6_inh_2 Cardio_protect ABHD5-PLIN5_inh TLR9-MyD88_inh HTR2A_ag NOD2_RIPK2_PPI MC4R_ag_barr Glyco_luc_inh NCOA2_inhibitor
CCOC(=O)c1[nH]c2ccccc2c1NC(=O)c1nonc1C 4.7 99.0 -0.8 -2.6 -10.3 2.4 -5.8 1.4 1.7 5.7
Cc1ccc(-n2c(SCC(=O)N/N=C/c3ccccc3C(=O)O)nnc2-c2ccc(Cl)cc2)cc1 16.0 93.0 2.8 1.1 1.3 2.5 -6.5 1.2 -0.4 -13.7
Nc1nc2ccccc2n1S(=O)(=O)c1ccc([N+](=O)[O-])cc1 0.2 94.0 -31.6 -8.7 . -4.0 4.2 -1.2 1.1 -14.2

Continuation:
SMILES MC4R_antag_cAMP ABCB6_inh_2 Cardio_protect ABHD5-PLIN5_inh TLR9-MyD88_inh HTR2A_ag NOD2_RIPK2_PPI MC4R_ag_barr Glyco_luc_inh NCOA2_inhibitor
Cc1cc(C)c2nc(NCc3ccccc3O)sc2c1 -4.0 99.0 -9.5 -16.5 -6.9 -6.5 -2.6 6.8 0.3 -58.0
CN1CCN(c2oc(COc3ccc(-c4ccccc4)cc3)nc2C#N)CC1 4.9 102.0 -13.3 17.0 -6.2 -11.0 -8.6 0.0 -1.8 -11.1
COc1ccc(NC(=O)COc2ccc(/C=N/O)cc2OC)cc1 19.1 96.0 -5.7 -1.5 -5.4 0.7 1.8 -1.2 0.8 -64.4
Cc1nn(C)c(C)c1/C=C/C(=O)c1ccc(Cl)cc1Cl 4.5 93.0 -33.1 7.2 -1.0 -0.8 1.9 -4.5 -3.4 -11.6
O=C(COc1ccc(Cl)cc1)Nc1ccc(Cl)cn1 -3.0 110.0 -9.7 -5.7 -4.3 -2.3 3.9 -0.7 -3.4 -35.5
CCS(=O)(=O)c1ccc(O)c(NC(=O)/C=C/c2ccc(Cl)cc2)c1 1.6 99.0 -0.2 -3.4 -4.2 -4.7 -10.1 0.2 -0.1 12.1
CCC(=O)Nc1ccc(C(=O)NNC(=O)C2CCCCC2)cc1 7.6 101.0 -1.2 -10.0 -5.9 4.1 3.4 -1.7 2.5 -4.7
